# All columns: NCI-60 one-dose screen, growth in % after 48 h at 10 µM unless noted; 100 = growth as untreated, 0 = no growth, -100 = all killed.
# HL-60(TB): HL-60(TB) leukemia cells | 9% of 78,000 active | AID 1794776; active = growth percent below 10
# * marks the source's active call; other numbers are inactive results; & = joins results of further samples. An excerpt, so the mix of outcomes need not match the whole.
SMILES | HL-60(TB)
CC(Oc1ccc(C(=O)NS(=O)(=O)C(C)(C)C)cc1C(F)(F)F)c1ccc(Oc2cccnc2)cn1 (configuration not stated) | 102
O=c1oc(-c2csc(-c3cccs3)n2)cc2ccccc12 | 101
O=C1OCC2=C1C(c1cccc(F)c1)c1cc3c(cc1N2CCO)OCCO3 (configuration not stated) | -34*
O=[N+]([O-])c1cccc2c1Oc1ccccc1O2 | 94
CC(=O)Oc1ccc(C(c2ccc(OC(C)=O)cc2)c2ccccn2)cc1 | 102&102
COC(=O)CC(CNC(=O)Nc1ccc(Cl)cc1Cl)C(=O)OC (configuration not stated) | 99
CC(=O)c1sc(-c2cccc(C)c2)cc1N | 95
Cc1cccc(Cl)c1NC(=O)CN1CCOCC1 | 93

SMILES | HL-60(TB)
O=C(COc1ccc2c(c1)OCO2)N1CCN(c2cccc(Cl)c2)CC1 | 88
O=C(Cn1cc(-c2ccccc2)nn1)Nc1nc(-c2ccc(Cl)cc2)cs1 | 90
CCOc1cc2c(cc1OCC)C(c1cc(OC)c(O)cc1Cl)NCC2 (configuration not stated) | 92
CN(C)CCN1CCN(c2ncccc2C2Nc3ccccc3-n3cccc32)CC1 (configuration not stated) | 99
COc1cc(-c2cc(=O)c3c(CC(=O)O)cc(O)cc3o2)cc(OC)c1OC | 106
Clc1cccc(Nc2ncnc3onc(-c4ccccc4)c23)c1 | 102
N#C/C(=C\c1ccc(Cl)cc1Cl)C(N)=O | 91
O=c1cc(O)cc2n1CCC2 | 101

# Looked up one by one from the entries so far (4):
SMILES | HL-60(TB)
O=[N+]([O-])c1cccc2c1Oc1ccccc1O2 | 94
N#C/C(=C\c1ccc(Cl)cc1Cl)C(N)=O | 91
CN(C)CCN1CCN(c2ncccc2C2Nc3ccccc3-n3cccc32)CC1 (configuration not stated) | 99
Cc1cccc(Cl)c1NC(=O)CN1CCOCC1 | 93

# (cont.)
SMILES | HL-60(TB)
O=C1c2ccc3c4c(ccc(c24)C(=O)N1CCCN=C=S)C(=O)N(CCCN=C=S)C3=O | 81
Cc1ccc(C2CC(c3cccc(Nc4ccncc4)c3)=NN2c2cc(Cl)cc(Cl)c2)cc1 (configuration not stated) | 15
C[C@H]1[C@H](OC(=O)CCC(=O)O)O[C@@H]2O[C@]3(C)CC[C@H]4[C@H](C)CC[C@@H]1[C@@]24OO3 | -31*
C/C(=N/NC(=S)NC1CCCCC1)c1sc(Nc2ccc(C)cc2)nc1C | 114
Cc1ccc(-c2nnc(CSc3nc(-c4c(Cl)cccc4Cl)c(C#N)c(=O)[nH]3)o2)cc1 | 90
CCOC(=O)c1sc(SSc2nc(C)c(C(=O)OCC)s2)nc1C | 76
COc1ccc(OCCCC(=O)Nc2nnc(C3CC3)s2)cc1 | 89
COc1ccc(NNS(=O)(=O)O)cc1 | 103

SMILES | HL-60(TB)
BrC1=C(Br)CCCC1 | 109
COc1cc2c(cc1OCCCCCCN1CCN(c3ncnc4ccccc34)CC1)N=CC1CCCN1C2=O (configuration not stated) | -43*
Cc1cc(=O)oc2cc(OCCCOc3ccc(/C=C/C(=O)Nc4ccccc4N)cc3)ccc12 | 1.5*
COc1ccc(C2=NN3C(C2)c2cc(Br)ccc2OC3c2ccncc2)cc1 (configuration not stated) | 93
O=c1[nH]oc2c1CCNC2 | 91
O=C1Nc2ccc(F)cc2/C1=C/c1ccc(OCC(=O)c2ccccc2)cc1 | 83
Cc1ccc2c(c1)=C(c1sc(=Nc3ccccc3)n(Cc3nc4ccccc4[nH]3)c1O)C(=O)N=2 | 108
N#CC1C2C=CC(CC2)C1C#N (configuration not stated) | 78

SMILES | HL-60(TB)
CN1CCN(c2ccc3nc(-c4ccc5nc(-c6ccc(OCCC(C)(C)C)cc6)[nH]c5c4)[nH]c3c2)CC1 | 11
CCOC(=O)N1CCN(c2nncc3ccccc23)CC1 | 108
CN(Cc1ccccc1)CC(O)CN(C)Cc1ccccc1 | 107
[Cl][Hg][n]1cnc2c(Cl)c(Cl)c(Cl)cc21 | 100
CC1(C)CC[C@]23CC[C@]4(C)[C@H](CC[C@@H]5[C@@]6(C)CC(=O)CC(C)(C)[C@@H]6CC[C@]54C)[C@H]2[C@H]1OC3 | 95
CCc1nc(C#N)c(N2CCC(c3nc(-c4ccc(F)cc4)no3)CC2)o1 | 103
N=C(N)c1ccc(-c2ccc(-c3cccs3)s2)s1 | -62*
C[Si](C)(CCl)O[Si](C)(C)CCl | 123

SMILES | HL-60(TB)
Cc1ccc2nc(NC(=O)CSc3nc(-c4ccccc4)c(C#N)c(N4CCOCC4)n3)sc2c1 | 88
CCN(CC)c1ccc(/C=C\c2cc(C)c3cc(C)ccc3n2)cc1 | 22
COc1ccc(SC2c3cc(OC)c(OC)cc3Oc3nc(N)c(C#N)c(N)c32)cc1 (configuration not stated) | -52*
COc1ccc(/C=C/C(=O)c2ccc(Oc3ncnc4ccccc34)cc2)cc1OC | 55
CN1CCCc2cc(/C=C3/SC(=S)N(CCc4ccc(O)cc4)C3=O)ccc21 | 8.9*
COc1ccc(NCc2cn(-c3ccc(C(=O)O)cc3)nc2-c2ccc(C(=O)O)cc2)c(OC)c1 | 99
O=Nc1c(O)ccc2ccccc12.O=Nc1c(O)ccc2ccccc12.O=Nc1c([O-])ccc2ccccc12.[Fe+3] | 105
COC(=O)[C@H](CC(C)C)NC(=O)c1cccc(-c2cc(=O)c3c(OC)c(OC)c(OC)cc3o2)c1 | 99

SMILES | HL-60(TB)
CCN(CC)CC(O)c1ccc2ccc3ccc(O)cc3c2c1 (configuration not stated) | 90
Cc1ccc(NC(=O)C(Cl)Cl)cc1 | -49*
COc1ccc(NC(=O)Cn2c(/C=C/c3cccc(OC)c3)nc3ccccc3c2=O)cc1 | 95
c1ccc2c(c1)ccc1cc3cc4oc5ccccc5c4nc3nc12 | 96
Cc1cccc(-n2c(Cn3nc(C)cc3-c3ccc(Cl)cc3)nnc2SCC(=O)Nc2ccc(S(N)(=O)=O)cc2)c1 | 70
CCN(CC)CCCCCCCNc1c2ccc(Cl)cc2nc2ccc(OC)cc12 | -47*
c1ccc(Nc2nnc(-c3cccnc3)o2)cc1 | 102
CC(=O)OCCN1C=C(S(=O)(=O)c2ccccc2)C2=NCCCN2C1=O | 104

SMILES | HL-60(TB)
CCOc1ccc2nc(NC(=O)c3cccnc3Nc3ccc(F)cc3)sc2c1 | 102
Nc1cccc2c(S(=O)(=O)O)cccc12 | 79
C=C(C)[C@@H]1CC[C@]2(C(=O)n3cnc(C[C@@H](N)C(=O)OC)c3)CC[C@]3(C)[C@H](CC[C@@H]4[C@@]5(C)CCC(=O)C(C)(C)[C@@H]5CC[C@]43C)[C@@H]12 | 100
CC(=O)N(C)c1cccc2cccc(S(=O)(=O)O)c12 | 103
O=C1NC(=O)/C(=C/c2ccccc2OCc2cc3ccccc3nc2Cl)S1 | 99
NS(=O)(=O)c1ccc(C(=O)N2N=C(c3ccc(F)cc3)CC2c2ccccc2)cc1 (configuration not stated) | 91
O=C(c1nc2ccccc2[nH]1)C1C(c2ccc(F)cc2)C2CSCN2[C@@]12C(=O)Nc1ccccc12 (some centres not stated) | 93
COc1ccc(/C(C)=C(\c2ccc(OCCN3CCCCCC3)cc2)c2ccc(OC(=O)C3CCCCC3)cc2)cc1 | -41*

SMILES | HL-60(TB)
N/N=C(\CCNc1ccc(S(N)(=O)=O)cc1)c1ccccc1 | 94
CCC1=Cc2c(OC)cccc2OC12C=Cc1c(OC)cccc1O2 (configuration not stated) | -6.3*
O=C(O)c1ccc(S(=O)(=O)c2ccccc2)cc1 | 109
Cc1ccccc1Nc1cc(O)c2c(=O)cc(-c3ccccc3)oc2c1 | 8.6*
CCN[C@@H]1C[C@H](N)[C@@H](O[C@H]2OC(CN)=CC[C@H]2N)[C@H](O)[C@H]1OC1OC[C@](C)(O)[C@H](NC)[C@H]1O (some centres not stated) | 109
CC1CC(=O)N2CCc3cncn3C12C (configuration not stated) | 101
C=CCOc1c(C)cc(C)cc1C | 107
CCCCCCCCCCCCCCCCCC1=NCCN1CS(=O)(=O)O | 24

SMILES | HL-60(TB)
O=S(=O)(NCCCNc1cc(-c2cn(-c3ccccc3)nc2-c2cccc(O)c2)ccn1)c1ccc(Br)cc1 | -13*
NC(=O)C(=O)c1c[nH]c2ccccc12 | 104
Nc1nc(Cl)cc(NCc2ccc(CNc3cc(Cl)nc(N)n3)cc2)n1 | 79
c1ccc2cc3c(cc2c1)Nc1cc2ccccc2cc1N3 | 88
CCCCC[n+]1ccc(SCC(=O)N(C)c2cccc3ccccc23)c2ccccc21 | 62
Cc1ccc([C@@H]2C[C@@H]3Cc4cc(F)ccc4N2O3)s1 | 95
Nc1ccn(CCOc2nc(-c3ccc(F)cc3)cc(-c3ccco3)n2)c(=O)n1 | 108
O=C(CN1C(=O)CSC1=O)Nc1ccc(C(=O)/C=C/c2cc3ccccc3nc2Cl)cc1 | 72

SMILES | HL-60(TB)
CC1Nc2cccc3cccc(c23)NC1=O (configuration not stated) | 74
CC1=NN(c2cccc(Cl)c2)C(=O)/C1=C\c1ccc[nH]1 | 109
Clc1ccc(Nc2cccc(-c3cn[nH]c3)c2)cc1 | 99
CNC(=O)NCC1OC(n2cnc3c(NC(=O)Nc4ccccc4)ncnc32)C(O)C1O (configuration not stated) | 79
CCOC(=O)c1ccc(N=Cc2sc(Nc3ccc(Cl)cc3)nc2O)cc1 | 99
CCOC(=O)n1cc(-c2nonc2-c2cn(C)c3ccccc23)c2ccccc21 | 1.6*
CN1CCN(c2nc(SCc3ccc([N+](=O)[O-])cc3)nc(-c3ccc(F)cc3)c2C#N)CC1 | 97
Cc1cc(C)c(N=Nc2cc(C)c(N=Nc3c(S(=O)(=O)O)cc4cc(Nc5ccccc5)ccc4c3O)cc2C)c(S(=O)(=O)O)c1 | 98

SMILES | HL-60(TB)
COc1ccc(C2=NN(/C=c3\s/c(=C(\C#N)C(=O)Nc4ccccc4C)n(-c4ccccc4)c3=O)C(c3ccc(OC)cc3)C2)cc1 (configuration not stated) | 119
Nc1nc2ccccc2c2c(=O)c3c(Cl)cccc3sc12 | 105
CC1(C)C2CCC1(C)C1(C2)OC(CCl)CS1 (configuration not stated) | 113
COc1cc(C2=NN(C(C)=O)C(c3sc(N(C)Cc4ccccc4)nc3Cl)C2)cc(OC)c1OC (configuration not stated) | 107
Cc1cc(C)c(N(C)N=O)c(C)c1N(C)N=O | 102
C=Cc1cc[n+](CCCCCCCCCCCC)cc1 | 80
CCCC/C=C\C/C=C\CCCCCCCCc1nc(-c2cc(OC)c(OC)c(OC)c2)no1 | 94
N#Cc1c(-c2ccc(F)cc2)nc(N=Nc2c(O)[nH]c3ccc(Cl)cc23)nc1N1CCOCC1 | 73

# Structures from the list above with a COOH group, in the order listed:
SMILES | HL-60(TB)
COc1cc(-c2cc(=O)c3c(CC(=O)O)cc(O)cc3o2)cc(OC)c1OC | 106
C[C@H]1[C@H](OC(=O)CCC(=O)O)O[C@@H]2O[C@]3(C)CC[C@H]4[C@H](C)CC[C@@H]1[C@@]24OO3 | -31*
COc1ccc(NCc2cn(-c3ccc(C(=O)O)cc3)nc2-c2ccc(C(=O)O)cc2)c(OC)c1 | 99
O=C(O)c1ccc(S(=O)(=O)c2ccccc2)cc1 | 109

# Other results.
SMILES | HL-60(TB)
COc1ccc(N=Nc2ccc(N)nc2N)cc1 | 78
CC(=O)c1ccc(NNc2ccccc2)cc1 | 78
CCCc1oc2cc(O)ccc2c(=O)c1Oc1ccc(F)cc1 | 97
O=C(c1ccccc1)C(F)(F)Cl | 95
CC(C)OCCc1cccc[n+]1[O-] | 100
COc1ccc(/C=C/C(=O)c2ccc(NC(=O)CSc3nnc(-c4ccc5nc(-c6ccccc6)[nH]c5c4)o3)cc2)cc1OC | 109
O=C1CSC(=Nc2ccc(OCc3nnc(-c4ccc(Cl)cc4)o3)cc2)N1 | 82
Brc1ccc2[nH]c(-c3c[nH]c4ncccc34)nc2n1 | 90

SMILES | HL-60(TB)
CCCn1c(=S)sc2c1nc(C)n1c(Nc3ccccc3)nnc21 | 45
C[C@]12C[C@H](c3ccc(OS(N)(=O)=O)cc3)C3=C4CCC(=O)C=C4CC[C@H]3[C@@H]1CC[C@@]2(O)C(F)(F)C(F)(F)F | 92
COc1ccccc1CNCCCN1C(=O)c2ccc3c4c(ccc(c24)C1=O)C(=O)N(CCCNCCCN)C3=O | -42*
O=C(NC1CCCCC1)/C(=C\c1ccc(/C=C(/NC(=O)c2ccccc2)C(=O)NC2CCCCC2)cc1)NC(=O)c1ccccc1 | 99
CC1(C)CC[C@]23CC[C@]4(C)[C@H](CC[C@@H]5[C@@]6(C)C=CC(=O)C(C)(C)[C@@H]6CC[C@]54C)[C@H]2[C@H]1OC3=O | 87
CNS(C)(=O)=O | 96
Fc1ccc(-c2ncnc3c2ncn3C/C=C/CCl)cc1 | 92
CC1(C)N=C(c2ccccc2)C(c2ccccc2)=N1 | 75

SMILES | HL-60(TB)
COc1ccc2c(c1)OCCN1C(=O)Nc3ccccc3C21 (configuration not stated) | 94
O=C(CSc1nnc(-c2ccc3nc(-c4ccc(Cl)cc4)[nH]c3c2)o1)Nc1ccc(Br)cc1 | -22*
O=C1CC(c2cc(=O)oc3ccc(Cl)cc23)c2c(c3ccccc3oc2=O)O1 (configuration not stated) | 82
CCCCn1c(-c2cccc(O)c2)cn2c3c(=O)[nH]c(=O)n(C)c3nc12 | 118
Cc1cccc(NC(=O)Oc2ccc(Cl)c3cccnc23)c1 | 113
O=C1c2ccccc2-c2c1c1c3ccccc3n(CCBr)c1c1c3ccccc3n(CCBr)c21 | 102
C[C@H](NC(=O)[C@@H]1CSSC[C@@H](NC(=O)Cc2nc3ccccc3cc2O)C(=O)NCC(=O)N1C)c1ccccc1 | 32
CCOC(=O)Nc1ccc(C(=O)OCC)cc1 | 98

SMILES | HL-60(TB)
CCOC(=O)c1ccc(NC(=O)Nc2ccc(-c3ccc(F)cc3)nc2C)cc1 | 88
CCCC[N+](CCCC)(CCCC)CCCC | 87
O=C1c2cccc3c(N4CCOCC4)ccc(c23)C(=O)N1c1nc2ccccc2s1 | 94
Cc1cc(N(CCCl)CCCl)ccc1/C=N/Nc1nnc(C)n1N | 56
O=S(=O)(O)c1ccc(O)c(O)c1 | 99
Nc1nc2c(C(=O)Nc3ccc(Cl)cc3)c(Nc3ccccc3)nn2cc1-c1nc2ccccc2s1 | 96
COc1ccc(C(=O)COc2ccc(/C=C3\C(=O)Nc4ccc(Cl)cc43)cc2)cc1 | 95

# Source: PubChem
